p53ts 39C kill – qHTS Screen for Compounds that Selectively Target Cancer Cells with p53 Mutations: Cytotoxicity of p53ts Cells at the Nonpermissive Temperature. H1299-p53A138V viability at 39C, ATP luminescence, 24 h. Potency, µM (doses to about 46.1 µM), without a hit: at the top dose activity change, negative = cell killing, most hits filed as cytotoxic. 130,000 tested, 1.5% active. AID 902, 2007; note: nearly all actives have a fitted effect of over 55% in size
IkB sig inh – IkB Signaling | ABC-DLBCL IkBa-CBG/CBR dual luciferase ratio, 4 h; response scale: scaled: untreated 0%, proteasome inhibitor 100% | Potency, µM (series often up to 57.1 µM), without a hit: at the highest dose IkBa stabilization activation | 110,000 tested, 0.04% active | AID 445, 2006; active = well fitted curve in the direction sought with a large enough effect in the signal ratio, not every such curve was filed as active; inconclusive = small, poorly fitted or top-dose-only effect, or a change in a side signal; the % refers to the signal ratio;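 note: the direction sought is a rising ratio; 0% = basal untreated cells and 100% = reference inhibitor full response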
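Curves were fitted separately to fusion (green), unfused (red) and ratio luminescence, then classed by r2, magnitude and activity. Cells: OCI-Ly3, 4 h compound plus doxycycline at 37C; 10 uM MG-132 defined full response.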
Peg3 imprint – qHTS Assay for Compounds that Induce Erasure of Genomic Imprints | mouse ES Peg3-LacZ reporter, beta-gal luminescence, 40 h | Potency, µM (series often up to 60.7 µM), inactives show top-dose activity change, positive = activation, actives largely listed as activators | 110,000 tested, 0.02% active | AID 1948, 2009;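 note: 0% = negative control wells on the plate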
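Gelatin-coated wells received 300 freshly trypsinized female ES cells with a Peg3LacZ-Neo reporter on the maternal allele, then incubated 40 hours at 37C. BetaGlo was added for 5 minutes at room temperature before a single luminescence read.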
p53ts 32C kill – qHTS Screen for Compounds that Selectively Target Cancer Cells with p53 Mutations: Cytotoxicity of p53ts Cells at the Permissive Temperature; Potency, µM (top dose mostly 46.1 µM), inactives show at the highest dose activity change, negative = cytotoxicity, usual class: cytotoxic; H1299-p53A138V at 32C, ATP luminescence viability, 24 h; 130,000 tested, 0.93% active; AID 924, 2007;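 note: 0% = DMSO and -100% = full killing by reference compound; nearly all actives have a fitted effect of over 55% in size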
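Cells: H1299 p53ts (A138V), 600/well, pre-incubated 16–30 h at 37C. Cpd up to 46 uM, 24 h, 32C. Readout: ATPlite luminescence, 20 min RT. Normalization: DMSO vs tamoxifen 100 uM. AC50 by Hill equation.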
Active calls of the source: *; ? = inconclusive; · = no result given; [ ] = another dose, or the depositor's remark. Unless noted, calls come from the whole dose curve; as a rule, active = well fitted curve in the direction sought with a large enough effect; inconclusive = small, poorly fitted or top-dose-only effect, or another doubt; inactive = no such curve, though single readings can be large; an effect the other way counts as inactive or inconclusive. Unless noted, % is set by controls: 0 for no effect and ±100 for the full control effect; potency is the fitted concentration of half-maximal effect.

SMILES | p53ts 39C kill | IkB sig inh | Peg3 imprint | p53ts 32C kill
CCOc1ccc(/C(O)=C2/C(=O)C(=O)N(CCCn3ccnc3)C2c2cccs2)cc1Cl (stereo unspecified) | 10% | -2.3% | -25% | 6%
O=C(NC(Cc1ccccc1)C(=O)N1CCN(c2ccccn2)CC1)c1ccco1 (stereo unspecified) | 7% | ? | -5% | 3%
Cc1cnc(=O)[nH]c1SCC(=O)Nc1cc(C(F)(F)F)ccc1Cl | -20% | ? | -11%[10.9 µM] | 0%
Nc1nc(COc2ccc3ccccc3c2)cs1 | -21% | ? | -28% | ?
CC(C)NS(=O)(=O)c1ccc(OCC(=O)Nc2ccc3c(c2)OCO3)c(Cl)c1 | 3% | ? | -2% | -1%
Cc1cc(C)n2c(SCC(=O)Nc3cc(C)on3)nnc2n1 | -8% | -0.6% | 6% | -4%
Cc1ccc2nc(NCc3ccc(F)cc3)c3nncn3c2c1 | 12% | 7.3% | -2%[10.9 µM] | 5%
Cn1c(=O)n(-c2ccccc2)c(=O)c2c3c(sc21)COC(C)(C)C3 | -1% | 0.3% | -4% | 3%
O=C(NCc1ccc2c(c1)OCO2)c1cc2c(s1)CSC2 | 1% | 2.1% | -19% | 3%
COc1cc(C(=O)NCCc2nc3ccccc3n2C)cc(OC)c1OC | -6% | 1.3% | -12% | -2%
CCC(c1nnnn1C1CCCCC1)N1CCN(C2CCCC2)CC1 (stereo unspecified) | -4% | 0.2% | 1% | -1%
Cn1c(C(C#N)/C(=N\S(=O)(=O)c2cccs2)c2ccccc2)nc2ccccc21 (stereo unspecified) | -19% | 0.8% | 0% | ?
CN(C(=O)CSc1nc2ccc(NC(=O)COc3ccc(Cl)cc3)cc2s1)c1ccccc1 | 6% | ? | -15%[10.9 µM] | 11%
CCN(CC)S(=O)(=O)C1CCS(=O)(=O)C1 (stereo unspecified) | 0% | -0.9% | -6% | 5%
C[C@H](CCC(=O)O)[C@H]1CC[C@H]2[C@@H]3[C@H](O)C[C@@H]4C[C@H](O)CC[C@]4(C)[C@H]3C[C@H](O)[C@]12C | 13% | 1.2% | -4% | 3%[1.84 µM]
CCC(C)NC(=O)c1cnn(-c2cccc(F)c2)c1-n1cccc1 (stereo unspecified) | -10% | 0.9% | -13%[10.9 µM] | -3%
COCCNS(=O)(=O)c1cccc2cccnc12 | 9% | 0.3% | -5% | -5%
COc1ccc(S(=O)(=O)N2CCC(C(=O)Nc3nnc(CCN4CCCCC4)s3)CC2)cc1 | 3% | -1.1% | 1% | 16%
O=C(CCn1c(=O)oc2ccccc21)N1CCN(c2ccccc2Cl)CC1 | -7% | -0.4% | -21% | 6%
Cc1cc(NC(=O)CC23CC4CC(C2)CC(CC(=O)Nc2cc(C)on2)(C4)C3)no1 | 22% | 1.6% | -4% | 14%
COc1ccccc1NC(=O)CCSc1nnnn1C | 3% | 3.2% | -1% | 5%
Cc1ccc(NCCNc2ccc(C)cc2)cc1 | -10% | -0.8% | -5% | -6%
COc1cccc(OCC(=O)Nc2ccccc2C(N)=O)c1 | ? | 8.0% | -64%[inhibitor] | ?
COc1ccc(NC(=O)c2c(F)c(F)c(F)c(F)c2F)cc1Cl | 3% | 3.1% | -2% | -1%
O=C(NCCN1CCN(Cc2ccccc2)CC1)C1CC(=O)N(C2CCCC2)C1 (stereo unspecified) | -4% | 2.3% | -4% | -8%
Next part.
SMILES | p53ts 39C kill | IkB sig inh | Peg3 imprint | p53ts 32C kill
O=C(NCc1cccnc1)c1cn(-c2ccccc2)nc1-c1cccs1 | -23% | -0.1% | -14% | -18%
CCCC(=O)c1cc(F)c(N2CCN(C(=O)OCC)CC2)cc1C | 8% | 2.2% | -13% | -12%
CC(=O)NC1CC2CCCC(C1)N2CC(=O)Nc1ccccc1 (stereo unspecified) | 7% | 1.3% | -4% | 6%
CCOc1ccc(S(=O)(=O)N(CC(=O)O)c2ccccc2)cc1 | 0% | 3.9% | 11% | -17%
O=C(NCCCNC(=O)NC1CCCCC1)NC1CCCCC1 | 11% | 0.2% | -5% | 0%
COc1cc(-c2nc(-c3ccc(NC(=O)c4ccc5c(c4)OCO5)cc3)no2)cc(OC)c1OC | -25% | ? | -49%[inhibitor] | ?
O=C1c2ccccc2C(=O)N1C[C@]1(C(=O)O)NCCS1(=O)=O | 4%[9.22 µM] | 0.8%[11.4 µM] | -5%[10.9 µM] | 0%[9.22 µM]
C=C[C@@](C)(O)CC[C@@H]1[C@@]2(C)CCCC(C)(C)[C@@H]2CC[C@@]1(C)O | -25% | · | -7% | 6%
Cc1cccc(NC(=O)CSc2nnc(-c3ccncc3)n2C)c1 | -4% | 0.5% | -11% | -4%
NNC(=O)COc1cccc2cccnc12 | 2% | · | · | -7%
N#Cc1c(NC(=O)c2ccc(Br)o2)n(-c2ccccc2)c2nc3ccccc3nc12 | 10% | 3.0% | -8% | 9%
Cc1nnc(N2CCCC(C(=O)Nc3cccc(C(F)(F)F)c3)C2)c2nn(-c3ccccc3)c(C)c12 (stereo unspecified) | 33%[activator] | ? | -19%[10.9 µM] | ?
Cc1ccc(S(=O)(=O)Nc2nc3ccccc3nc2NCc2ccco2)cc1 | 3% | ? | -35%[inhibitor] | 7%
COc1ccc(S(=O)(=O)N(CCc2ccccc2)CC(=O)O)cc1OC | 7% | 1.6% | -1% | 36%[activator]
COC(=O)CSc1nnc(-c2ccccc2O)n1-c1ccc(C)cc1 | -5% | -0.8% | -8% | 0%
CCS(=O)(=O)N1CCc2cc(C(=O)NC(C)c3ccccc3)ccc21 (stereo unspecified) | -6% | ? | -18%[10.9 µM] | 0%
O=C1CC(c2ccccc2)n2nc(NC(=O)c3cccnc3)nc2N1 (stereo unspecified) | 8% | -0.7% | 9% | 3%
COc1ccc(OCc2nc(N)nc(Nc3cccc(C)c3C)n2)cc1 | 7% | 0.1% | -1% | -5%
Cc1ccccc1-c1nc(-c2cccnc2)no1 | -17% | 0.8% | -40%[inhibitor] | -12%
O=C(O)/C=C\C(=O)Nc1cccc2c1-c1ccccc1C2=O | 0%[9.22 µM] | 1.5%[11.4 µM] | -11%[10.9 µM] | 5%[9.22 µM]
CCCOc1ccc(N2C(=O)CC(N3CCC(C(=O)OCC)CC3)C2=O)cc1 (stereo unspecified) | 8% | 1.5% | -8% | -2%
CC1=C(/C=C/C(C)=C/C=C/C(C)=C/C(=O)O)C(C)(C)CCC1 | 16% | · | ? | 8%
COc1ccc(-c2nc3scc(CCNS(=O)(=O)c4ccc5c(c4)OCCO5)n3n2)cc1OC | -6% | -0.7% | -9%[10.9 µM] | -14%
COc1ccc(C(=O)COc2ccc(NC(C)=O)cc2)cc1 | -16% | 2.9% | ? | -6%
Cc1ccc(S(=O)(=O)CCc2nnc(NC(=O)c3ccccn3)s2)cc1 | -26% | 1.2% | -15% | -15%

Ordered by molecular weight (falling): some entries from above
SMILES | p53ts 39C kill | IkB sig inh | Peg3 imprint | p53ts 32C kill
COc1ccc(-c2nc3scc(CCNS(=O)(=O)c4ccc5c(c4)OCCO5)n3n2)cc1OC | -6% | -0.7% | -9%[10.9 µM] | -14%
Cc1nnc(N2CCCC(C(=O)Nc3cccc(C(F)(F)F)c3)C2)c2nn(-c3ccccc3)c(C)c12 (stereo unspecified) | 33%[activator] | ? | -19%[10.9 µM] | ?
COc1cc(-c2nc(-c3ccc(NC(=O)c4ccc5c(c4)OCO5)cc3)no2)cc(OC)c1OC | -25% | ? | -49%[inhibitor] | ?
CCCOc1ccc(N2C(=O)CC(N3CCC(C(=O)OCC)CC3)C2=O)cc1 (stereo unspecified) | 8% | 1.5% | -8% | -2%
COc1ccc(S(=O)(=O)N(CCc2ccccc2)CC(=O)O)cc1OC | 7% | 1.6% | -1% | 36%[activator]
O=C(NCc1cccnc1)c1cn(-c2ccccc2)nc1-c1cccs1 | -23% | -0.1% | -14% | -18%
CCS(=O)(=O)N1CCc2cc(C(=O)NC(C)c3ccccc3)ccc21 (stereo unspecified) | -6% | ? | -18%[10.9 µM] | 0%
COC(=O)CSc1nnc(-c2ccccc2O)n1-c1ccc(C)cc1 | -5% | -0.8% | -8% | 0%
COc1ccc(OCc2nc(N)nc(Nc3cccc(C)c3C)n2)cc1 | 7% | 0.1% | -1% | -5%
Cc1cccc(NC(=O)CSc2nnc(-c3ccncc3)n2C)c1 | -4% | 0.5% | -11% | -4%
CCCC(=O)c1cc(F)c(N2CCN(C(=O)OCC)CC2)cc1C | 8% | 2.2% | -13% | -12%
O=C1CC(c2ccccc2)n2nc(NC(=O)c3cccnc3)nc2N1 (stereo unspecified) | 8% | -0.7% | 9% | 3%
O=C(NCCCNC(=O)NC1CCCCC1)NC1CCCCC1 | 11% | 0.2% | -5% | 0%
CC(=O)NC1CC2CCCC(C1)N2CC(=O)Nc1ccccc1 (stereo unspecified) | 7% | 1.3% | -4% | 6%
CC1=C(/C=C/C(C)=C/C=C/C(C)=C/C(=O)O)C(C)(C)CCC1 | 16% | · | ? | 8%
COc1ccc(C(=O)COc2ccc(NC(C)=O)cc2)cc1 | -16% | 2.9% | ? | -6%
O=C(O)/C=C\C(=O)Nc1cccc2c1-c1ccccc1C2=O | 0%[9.22 µM] | 1.5%[11.4 µM] | -11%[10.9 µM] | 5%[9.22 µM]
Cc1ccccc1-c1nc(-c2cccnc2)no1 | -17% | 0.8% | -40%[inhibitor] | -12%
NNC(=O)COc1cccc2cccnc12 | 2% | · | · | -7%

New compounds follow:
SMILES | p53ts 39C kill | IkB sig inh | Peg3 imprint | p53ts 32C kill
O=C(OCCCC(=O)N1CCOCC1)c1ccccc1 | 14% | -0.4% | -9% | -1%
Clc1ccc(-c2nnc(-c3ccccc3Cl)o2)cc1 | ? | 9.2% | -61%[inhibitor] | ?
Cc1cccc(C(=O)Nc2ncc(CN3CCOCC3)s2)c1 | -9% | 6.0% | -29% | -6%
CCOCCCNC(=O)C(c1ccc(C)cc1)N(Cc1ccc2c(c1)OCO2)C(=O)CNC(C)=O (stereo unspecified) | -7% | -1.2% | -18% | 3%
CN(C)C=Nc1nonc1-c1ncn[nH]1 | 2% | -0.5% | -10% | 8%
COc1ccc(-c2nc3sc(CCNC(=O)C(=O)Nc4ccc(OC)c(OC)c4)c(C)n3n2)cc1 | ? | 1.0% | -3%[10.9 µM] | -4%
Cn1c(N2CCCCC2)nc2c1c(=O)n(Cc1cccc(Br)c1)c(=O)n2C | 12% | 0.7% | -1% | 6%
COc1ccc(C(=O)N2CCCC2)cc1 | 13% | -1.5% | 18% | 1%
CCCS(=O)(=O)c1c(S(=O)(=O)CCC)c2c(N)cccn2c1C(=O)c1ccc(Br)cc1 | 4% | · | · | 4%
Cc1nn(-c2ccc(Cl)cc2)c2nc(-c3cccnc3)cc(C(F)(F)F)c12 | 15% | 3.1% | 13%[10.9 µM] | 5%
O=C(Nc1ccccc1Cl)NC1(C(=O)N2CCCC2)CCCCC1 | 8% | · | · | 0%
CCc1ccccc1NC(=O)Cn1c(C(=O)OC)cc2oc(C)cc21 | -27% | -0.2% | -5%[10.9 µM] | 0%
N=C1C(c2ccccc2)=C(O)CN1c1ccccc1N1CCOCC1 | 3% | 0.7% | -6% | -5%
CN1C(=O)Cc2cc(S(=O)(=O)CCC(=O)N3CCN(c4ccc(Cl)cc4)CC3)ccc21 | 29% | -1.6% | -8%[10.9 µM] | 2%
Cc1ccc(NC(=O)Nc2nnc(SCC(=O)N(C(C)C)C(C)C)s2)cc1 | -15% | ? | ? | -13%
CC(=O)Nc1cccc(Oc2cc(C#N)c(C#N)cc2N2CCCCCC2)c1 | 44%[activator] | ? | -16% | 13%
COC(=O)c1ccc(C2CC(=O)Nc3cc(OC)c(OC)c(OC)c32)cc1 (stereo unspecified) | 0% | 6.0% | -12% | 16%
CCOC(=O)N1CCN(C(=O)CSc2cc(C)nc3c(-c4ccccc4OC)c(C)nn23)CC1 | -4% | ? | -29% | 11%
CCc1nnc(NC(=O)C=C(C)C)s1 | 10% | · | · | -12%
CCCCc1ccc(NC(=O)c2cc3c(=O)n4ccccc4nc3n2C)cc1 | -24% | 1.7% | -19%[10.9 µM] | 1%
